# TLR4 MyD88 comp: inhibitors of TLR4-MyD88 association in cells, primary screen, cell-based, HeLa CL3-4, BLA complementation, FRET ratio; HeLa CL3-4 TLR4/MyD88 BLA complementation; 200,000 tested, 0.18% active; inhibition, % at 8.4 µM; Toll-like receptor 4 (Homo sapiens) + Myeloid differentiation primary response protein …; in the data active = inhibition above about 25%;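 note: 0% = vehicle and 100% = reference inhibitor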
# NF-kB neuron act: activators of NF-kB expression in neurons, primary screen, cell-based, HTS | 190,000 tested, 1.6% active | human neuronal cells, NF-kB reporter expression; active compounds read high | fold change at 12.5 µM | AID 1239, 2008; in the data active = fold change above about 3.3
# Diaph act CS: compounds boosting diaphorase resazurin reduction – biochemical, uHTS, resorufin fluorescence, counter-screen for diaphorase-coupled primary assays, primary screen; Diaphorase/resazurin coupled assay, 16 min; active compounds read high; 1 = vehicle wells, 0 = NADH-free wells; activation factor at 20 µM; 190,000 tested, 0.005% active;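 active = diaphorase activity raised at least twofold by the compound at 20 µM; inactive = activation factor below 2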
#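 Assay system: Purified diaphorase enzyme from Clostridium kluyveri | Amount: Enzyme 0.07 U/mL final | Dosing: Compound 20 µM once, DMSO 1% | Timing: 16 min reaction at room temperature | Detection: Fluorescence, excitation 544 nm and emission 590 nm | Evaluation: Higher resorufin formation from activation or reduction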
# FLuc act counter: FLuc activators, initial screening, artefact control for FLuc-dependent activation tests, biochemical, ATPlite luminescence; ATPlite luciferase biochemical, 10 min; 0 = ATP-free wells, 1 = DMSO control; activation factor at 10 µM; Luciferin 4-monooxygenase (Photinus pyralis), P08659; 200,000 tested, under 10 active;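 active = luciferase activation factor, scaled between plate controls, of at least 2 with compound at 10 µM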
# Target sequence (P08659 whole entry, looked up): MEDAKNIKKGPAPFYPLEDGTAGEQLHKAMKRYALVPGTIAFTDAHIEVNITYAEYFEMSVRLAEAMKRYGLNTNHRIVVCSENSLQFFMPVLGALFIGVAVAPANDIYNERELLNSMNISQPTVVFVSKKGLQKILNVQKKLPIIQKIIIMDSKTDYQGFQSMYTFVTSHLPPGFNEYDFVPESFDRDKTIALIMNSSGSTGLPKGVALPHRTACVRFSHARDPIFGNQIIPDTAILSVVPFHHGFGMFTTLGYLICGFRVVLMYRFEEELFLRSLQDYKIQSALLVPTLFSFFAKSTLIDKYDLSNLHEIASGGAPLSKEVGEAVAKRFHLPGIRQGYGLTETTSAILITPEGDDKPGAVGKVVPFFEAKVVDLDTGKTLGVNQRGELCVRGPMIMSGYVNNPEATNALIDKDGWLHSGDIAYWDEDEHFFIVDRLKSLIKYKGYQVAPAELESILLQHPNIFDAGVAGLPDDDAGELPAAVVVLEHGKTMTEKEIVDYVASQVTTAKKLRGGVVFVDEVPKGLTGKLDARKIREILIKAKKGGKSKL
#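 Material: luciferase plus luciferin reagent, cell-free. Medium: PBS buffer for ATP. Also added: ATP substrate, dispensed from a 10.24 µM working solution in PBS. Doses: test compounds dosed from 2 mM stocks in 100% DMSO. Incubation: 10 min post-reagent at room temperature. Technique: light output (luminescence). Read-out basis: luminescence gain marking luciferase activators.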
# G6PDH counter: L. mesenteroides G6PDH inhibitors, counter-screen for G6PDH-coupled screening assays, biochemical, Leuconostoc mesenteroides enzyme. glucose-6-phosphate dehydrogenase [Leuconostoc mesenteroides]. Purified L. mesenteroides G6PDH, diaphorase/resazurin coupled fluorescence, 45 min. inhibition, % at 5 µM. 200,000 tested, 0.12% active. AID 1020, 2008; in the data active = inhibition above about 50%
# FLuc inh counter: firefly luciferase enzyme inhibitors, primary screen, artefact control for luciferase-based inhibitor screens, biochemical, luminescence, ATPLite; inhibition, % at 10 µM; 200,000 tested, 1.5% active; Luciferin 4-monooxygenase (Photinus pyralis), P08659; 10 min;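 active = inhibition above about 50% when tested at 10 µM, limit read from the data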
# APP 5'UTR act: activators of APP 5'UTR luciferase reporter, primary screen, SH-SY5Y cells; SH-SY5Y APP 5'UTR luciferase reporter, luminescence; zero percent = DMSO vehicle wells; activation, % at 2 µM; 190,000 tested, 1% active; AID 1276, 2008;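 active = activation above a set limit, based on mean plus 3 SD of controls, cut at about 140% in these data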; note: values of inactives mirror those of a sister screen read the other way
# APP 5UTR inh: inhibitors of APP translation via 5'UTR reporter, primary screen, APP 5'UTR luciferase, SH-SY5Y cells. SH-SY5Y APP 5'UTR-luciferase reporter, luminescence. inhibition, % at 2 µM. 190,000 tested, 0.82% active. AID 1285, 2008;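 active = inhibition above a set limit, derived from the sample mean plus 3 SD, cut at about 45% in these data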; note: values of inactives mirror those of a sister screen read the other way
# Diaph inh CS: diaphorase inhibitors and chemical oxidizers, primary screen, counter-screen for diaphorase-coupled primary assays, biochemical, uHTS, resorufin fluorescence | diaphorase resazurin-to-resorufin fluorescence, NADH, 16 min; bacterial (C. kluyveri) enzyme, not human | inhibition, % at 20 µM | 190,000 tested, 0.69% active | AID 1217, 2008;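 active = primary screen inhibition at 20 µM above a set limit, cut at about 50% in these data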;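 note: plate controls were DMSO with full reaction for no effect and wells lacking NADH for full effect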
#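 System: Bacterial diaphorase enzyme (C. kluyveri) | Incubation: 16-min room-temperature incubation before reading | Benchmarks: No-NADH positive control and DMSO neutral control | Measured by: Resorufin fluorescence 544/590 nm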
# STAT1 act: STAT1 signaling activators, primary screen, cell-based, HTS, luciferase reporter; NIH 3T3 STAT1-luciferase reporter, IFN-gamma, luminescence; 100% = IFN-gamma alone, no compound; activation (% of control), % at 5.5 µM; 200,000 tested, 2.6% active;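 active = activation above the screen-wide mean activation plus 3 SD, cut at about 130% in these data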;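 note: raw ratio to IFN-gamma control signal so 100% means no change and 0% no light; values of inactives mirror those of a sister screen read the other way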
# Numbers without * were called inactive; · = no result given. Compounds were not picked by outcome; any-hit rate near 5.6%.
item	SMILES	TLR4 MyD88 comp	NF-kB neuron act	Diaph act CS	FLuc act counter	G6PDH counter	FLuc inh counter	APP 5'UTR act	APP 5UTR inh	Diaph inh CS	STAT1 act
1	CC1CCCC(C)N1C(=O)CSc1nc2ccccc2s1 (centres undefined)	-8	1.7	0.9	1	3	0	5	-5	15	103
2	CCN(CC)S(=O)(=O)c1cc(NC(=O)CSc2nnc(-c3cccs3)o2)ccc1C	3	1.3	0.9	1.1	-9	-9	4	-4	9	92
3	CCCc1noc2c1C(c1cc(Br)ccc1F)C(C#N)=C(N)N2 (centres undefined)	-4	1.1	0.6	1	6	-4	-1	1	36	95
4	COc1cc(/C=N/n2cnnc2)ccc1OCC(=O)N1CCOCC1	-5	1.2	0.9	1	4	-4	-8	8	9	93
5	Cc1cccc(N2C(=O)C(CC(=O)Nc3cccc(F)c3)N(CCc3ccncc3)C2=O)c1 (centres undefined)	-6	1.3	1	1	2	-3	32	-32	0	103
6	CCOC(=O)c1c(C)nc2sccn12	10	1.2	0.9	1.1	2	-7	-7	7	8	103
7	O=C(COC(=O)c1cc(S(=O)(=O)N2CCc3ccccc3C2)ccc1Cl)NCc1ccco1	2	1.2	0.5	1	1	-4	2	-2	52*	102
8	CSCCC(N=C(NS(=O)(=O)c1ccc(Br)cc1)c1ccccc1)C(=O)O (centres undefined)	18	1.1	0.8	1.1	5	-6	-3	3	19	90
9	Cc1ccc(C(=O)NC(=S)Nc2ccc3[nH]c(=O)[nH]c3c2)c(C)c1	2	1.1	0.9	1.1	7	-7	-2	2	8	106
10	CCCCOC(=O)CSCC(=O)N1N=C(c2cccs2)CC1c1ccc(F)cc1 (centres undefined)	3	1	0.7	1	-4	-2	4	-4	25	109
11	CCOC(=O)N1CCN(c2c(F)cc3[nH]c(=S)[nH]c3c2Br)CC1	10	1.2	0.9	1	-3	1	-15	15	15	112
12	O=C(c1c[nH]c(C(=O)C(Cl)(Cl)Cl)c1)c1ccccc1Br	-6	1.7	0.7	1	6	-4	-9	9	28	95
13	Cc1ccc(NC(=O)CCn2cnc3ccccc3c2=O)c(C)c1	5	1	0.9	1	-2	1	19	-19	6	107
14	CC(=O)Nc1ccc(S(=O)(=O)Nc2ccc(S(=O)(=O)N3CCCCCC3)cc2)cc1	-4	0.94	0.8	1.1	2	-8	4	-4	17	101
15	NC(=S)NNC(=O)[C@@H]1CCCC[C@@H]1C(=O)O	-4	1.2	0.9	1.1	-5	-6	16	-16	9	105
16	CCC(C)(C)n1nnnc1C(c1cccc(C#N)c1)N1CCN(c2cccc(C)c2C)CC1 (centres undefined)	-4	0.64	0.8	1.1	4	-7	-4	4	23	97
17	CC(C)=CCC/C(C)=C/C=N/NC(=O)c1ccccc1[N+](=O)[O-]	17	1	0.9	1.1	3	-7	1	-1	8	99
18	COc1cccc(CC2(CO)CCCN(Cc3sc(N4CCCC4)nc3Cl)C2)c1 (centres undefined)	-2	0.75	0.9	1	9	-4	8	-8	10	101
19	O=c1c([N+](=O)[O-])c(NC2CCCCC2)c2ccccc2n1-c1ccccc1	-8	1.2	0.8	1.1	2	-6	23	-23	23	99
20	CNS(=O)(=O)c1ccc(Cl)nc1	8	1	1.1	1	-4	-3	-7	7	-10	102
21	CCC1CCCCN1C(=S)NC(=O)c1cccs1 (centres undefined)	-7	0.84	0.9	1.1	9	-6	11	-11	11	96
22	CC(C)OCCCNC(=O)c1c(N)n(/N=C/c2ccccn2)c2nc3ccccc3nc12	1	0.46	0.7	1.1	0	-6	1	-1	29	103
23	Cc1ccc(NC(=O)Nc2ccc(F)c(Cl)c2)cc1	-5	2.4	1	1	8	1	108	-108	4	119
24	CC1Cc2nc(SCC(=O)Nc3ccc4c(c3)OCCO4)n(C)c(=O)c2S1 (centres undefined)	-4	0.75	0.8	1	1	4	21	-21	18	86
25	COC(=O)[C@@]1(Cc2ccc(OC)cc2)[C@H]2c3cc(C(=O)N(C)C)n(CCc4ccc(OC)c(Br)c4)c3C[C@H]2CN1C(=O)c1ccccc1	-5	0.72	0.8	1	9	-1	17	-17	18	94
26	Cc1ccccc1-c1nnc(SCC(=O)NC2CCCCC2)o1	9	1	1	1	1	0	-1	1	1	105
27	Cn1c(N)c(C(=O)CSc2nnc(-c3ccccc3F)n2C2CC2)c(=O)n(C)c1=O	4	0.83	1.1	0.9	3	9	10	-10	-8	101
28	C=CCNC(=O)c1onc(CSc2ccc(C(C)C)cc2)c1C(=O)O	10	0.96	0.9	1	6	-4	-8	8	6	103
29	COc1ccc(C2N(c3ccccc3)CCN2c2ccccc2)cc1O	-1	2	0.7	1	16	-2	32	-32	35	122
30	COC(=O)c1cc(=O)n(Cc2ccc3c(c2)OCO3)c(=Nc2ccc(F)cc2)s1	-6	0.91	0.8	1.1	1	-5	-8	8	25	92

# Other entries
item	SMILES	TLR4 MyD88 comp	NF-kB neuron act	Diaph act CS	FLuc act counter	G6PDH counter	FLuc inh counter	APP 5'UTR act	APP 5UTR inh	Diaph inh CS	STAT1 act
31	CCN(CC)S(=O)(=O)c1ccc(N2CCCC2)c(NS(=O)(=O)c2ccc([N+](=O)[O-])cc2)c1	-3	0.95	0.8	1	-16	-4	7	-7	16	102
32	Nn1c(COc2ccccc2)nc2ccccc2c1=O	7	1.7	0.9	0.9	3	6	34	-34	6	113
33	CC1(C)SC2c3ccccc3C(=O)N2[C@@H]1C(=O)NCCCN1CCOCC1 (some centres undefined)	4	0.84	1	1	12	-5	-2	2	-3	100
34	NC(=O)C1CCN(CCCNC2CC(=O)N(Cc3ccc(N4CCCC4=O)cc3)C2=O)CC1 (centres undefined)	-2	·	·	·	·	·	-11	11	·	98
35	O=C(COC(=O)c1cccnc1Cl)Nc1cccc(S(=O)(=O)N2CCCCC2)c1	-12	1	1	1.1	11	-8	0	0	-4	90
36	Cc1ccc2oc(=O)c3cc(C(=O)N4CCN(C(=O)c5ccco5)CC4)sc3c2c1	-1	1.1	0.8	1	12	-2	12	-12	19	100
37	CCN1C(=O)/C(=C2/C=Cc3cc(C)ccc3N2CC)N(C)C1=S	-4	0.72	0.8	0.8	-3	22	11	-11	20	86
38	O=C(N/N=C/c1ccco1)c1ccc(NC(=O)C2CC2)cc1	-8	0.91	0.8	1	2	-4	11	-11	16	107
39	CCOc1ccc(NC(=O)CCC(=O)OC)cc1	-7	0.88	1	1	11	0	9	-9	4	96
40	O=C(CSc1ncnc2c1nnn2Cc1ccc(F)cc1)NC1CCCC1	-6	0.92	1	1	12	3	-13	13	-2	94
41	CCSc1ncnc2c1sc1nc(-c3ccco3)c3c(c12)CC(C)(C)OC3	3	1.2	0.7	1.1	-9	-5	11	-11	26	95
42	COc1cc(CN2CCN(C(C)C)C(CCO)C2)ccc1OCc1ccccc1 (centres undefined)	5	1.2	1	1	2	-1	-14	14	-3	99
43	CC(=O)Nc1ccc(S(=O)(=O)N2CCC(N(C)CCC(C)C)CC2)cc1	9	1.3	1	1.1	13	-6	2	-2	3	107
44	Cc1ccc(NC(=S)/N=C(\N)Nc2nc(C)c3ccccc3n2)cc1C	11	1	1	0.9	-15	13	-1	1	-1	103
45	Cc1ccc(C#CC[N+](C)(C)CC#Cc2ccccc2)cc1	8	1	1.1	1	11	4	-11	10	-10	86
46	COc1ccc(Nc2ccc(S(=O)(=O)N3CCCCC3)cc2[N+](=O)[O-])cc1OC	-12	0.74	0.8	1	0	-4	13	-13	22	101
47	Cc1oc(-c2ccccc2Cl)cc1-c1nn2c(-c3ccco3)nnc2s1	·	·	0.9	1.1	3	-6	·	·	10	·
48	Cc1occc1-c1nnc(SCC(=O)Nc2nc3ccccc3s2)o1	10	1.3	1	1.1	-4	-11	23	-23	5	115
49	COc1ccc(S(=O)(=O)NCC(=O)Nc2cccc(C)c2C)cc1OC	-3	1.1	1	1	2	2	6	-6	2	97
50	COC(=O)CC1C(=O)NCCN1C(=O)Nc1ccc(Cl)c(Cl)c1 (centres undefined)	3	1.2	1.1	1	7	0	-7	7	-6	91
51	CCCN(Cc1ccccc1)C(=O)Nc1ccc2c(c1)nnn2C	-15	1.3	1	1	-5	-2	30	-30	1	95
52	Cc1ccc(C)n1-c1sccc1C(=O)O	-9	0.94	0.7	1	1	-4	-1	1	31	92
53	O=C(Nc1ccnc(-c2cccnc2)n1)c1cccs1	-19	0.87	1	1	6	-2	-8	8	-1	109
54	C=C(C)CNC(=S)N/N=C/c1ccc(N2CCOCC2)cc1	-3	0.73	0.9	1	10	-5	2	-2	6	104
55	COC(=O)c1ccc2nc(NC(=O)C(C)(C)C)sc2c1	4	1.1	0.9	0	-1	95*	108	-108	5	31
56	O=C(CSc1nc2c(sc3ccccc32)c(=O)n1-c1ccccc1)NCc1ccco1	-15	0.92	0.6	1	0	-2	2	-2	37	98
57	CC1CCN(C(=O)c2cc3nc(-c4ccccc4)cc(-c4ccccc4)n3n2)CC1	0	0.38	0.8	1	-6	-2	3	-3	17	106
58	Cc1ccc(C)c(Cc2c(C)nc(C)[nH]c2=O)c1	-12	1.2	0.8	1	-4	-3	9	-9	20	98
59	COc1ccc(-c2ncccc2OC(=O)C23CC4CC(CC(C4)C2)C3)cc1	0	1.2	0.8	1.1	-11	-7	20	-20	22	92
60	N#CC1=C(N)N(c2ccc(F)cc2)C(=O)C1	5	1.1	0.9	1	-4	5	1	-1	6	92

# Whole records as entered above. Order of screens: TLR4 MyD88 comp	NF-kB neuron act	Diaph act CS	FLuc act counter	G6PDH counter	FLuc inh counter	APP 5'UTR act	APP 5UTR inh	Diaph inh CS	STAT1 act
# Listed for CCOc1ccc(NC(=O)CCC(=O)OC)cc1 = -7	0.88	1	1	11	0	9	-9	4	96
# Listed for CCN1C(=O)/C(=C2/C=Cc3cc(C)ccc3N2CC)N(C)C1=S = -4	0.72	0.8	0.8	-3	22	11	-11	20	86
# Listed for Cc1ccc(C#CC[N+](C)(C)CC#Cc2ccccc2)cc1 = 8	1	1.1	1	11	4	-11	10	-10	86
# Listed for O=C(CSc1ncnc2c1nnn2Cc1ccc(F)cc1)NC1CCCC1 = -6	0.92	1	1	12	3	-13	13	-2	94
# Listed for COC(=O)c1ccc2nc(NC(=O)C(C)(C)C)sc2c1 = 4	1.1	0.9	0	-1	95*	108	-108	5	31
